# Screening data as filed in PubChem.
# DDE Tn6 FP inh – disrupts Tn6 cyclic peptide binding to fibrin D-Dimer-E complex; hit rate 0.21% among 370,000; P02675; inhibition, % at 8.3 µM; Fibrin DD(E) TRITC-Tn6 fluorescence polarization displacement; AID 720509;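 active = inhibition above a per-campaign cutoff: mean of compounds within control limits plus 3 SD, cut at about 15% in these data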;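 also: 0% = median of all compound wells on the plate and 100% = blocking peptide control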
# Target sequence (P02675 whole entry, looked up): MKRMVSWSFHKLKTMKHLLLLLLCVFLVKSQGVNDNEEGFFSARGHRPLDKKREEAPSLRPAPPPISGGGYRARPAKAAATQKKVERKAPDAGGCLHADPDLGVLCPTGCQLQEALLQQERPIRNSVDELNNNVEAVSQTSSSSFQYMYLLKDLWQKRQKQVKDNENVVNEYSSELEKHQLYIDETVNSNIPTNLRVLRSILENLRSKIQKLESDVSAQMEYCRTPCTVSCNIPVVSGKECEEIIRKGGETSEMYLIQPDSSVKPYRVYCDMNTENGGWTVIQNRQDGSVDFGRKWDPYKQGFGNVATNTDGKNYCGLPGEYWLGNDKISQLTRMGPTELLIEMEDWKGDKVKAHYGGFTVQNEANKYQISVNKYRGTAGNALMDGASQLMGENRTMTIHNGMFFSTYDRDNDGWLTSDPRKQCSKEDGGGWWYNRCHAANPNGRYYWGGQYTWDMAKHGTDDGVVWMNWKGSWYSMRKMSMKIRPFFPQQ
# Tn7 DDE FP – DD(E)-Tn7 binding inhibition, primary FP screen | hit rate 0.13% among 370,000 | AID 720508 | inhibition, % at 8.3 µM | P02675 | FP displacement of FITC-Tn7 peptide from fibrin DD(E); 0% = median of compound wells per plate;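 active = inhibition above the mean of compounds falling within the control limits plus 3 SD of them, cut at about 14% in these data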;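 also: 0% = plate median of compound wells and 100% = 10 µM Aha-Tn7 peptide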
#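 Assay system: Fibrin-DD(E) protein isolated from polymerized human fibrin clots; read-out basis: percent inhibition; medium: Tris/NaCl/CaCl2 buffer, pH 7.8; signal: FP measurement; incubation: 10 min plus 3 h, room temperature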
# UHRF1 MBD2 ctr – UHRF1 methyl-DNA binding inhibition; inhibition, % at 4.4 µM; hit rate 0.75% among 370,000; AID 687016; Q96T88; UHRF1 binding to methylated oligo, TR-FRET; in the data active = inhibition above about 21%;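 also: UHRF1 SRA domain binding a hemimethylated CpG hairpin DNA probe; 0% = median of test compound wells and 100% = reference inhibitor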
# PLCg1 inh – blocks human PLC-gamma1 enzyme activity. P19174. purified PLC-gamma1, fluorogenic substrate, fluorescence. inhibition, % at 12.2 µM. hit rate 0.84% among 370,000. AID 720700; in the data active = inhibition above about 9.5%
# ASAP1 GAP inh – ASAP1 ArfGAP inhibition. Q9ULH1. inhibition, % at 16.5 µM. hit rate 0.19% among 360,000. ASAP1-stimulated ARF1 GTP hydrolysis, GDP FP detection. AID 624377; in the data active = inhibition above about 25%;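 also: 0% = vehicle with enzyme and substrate and 100% = no enzyme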
# ARFGAP1 inh – inhibitors of rat ARFGAP1. Arfgap1-stimulated ARF1 GTP hydrolysis, GDP FP detection. inhibition, % at 16.5 µM. hit rate 0.26% among 360,000;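 active = inhibition above a per-plate limit, mean inhibition of low control wells plus 3 SD, cut at about 25% in these data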;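 also: 0% = DMSO wells with enzyme and 100% = wells lacking Arfgap1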
#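 Replicates: Single well per compound | Assay system: Truncated rat Arfgap1 GAP domain | Control set: No-Arfgap1 wells (100%) versus DMSO full-reaction wells (0%) | Times: Enzyme reaction 120 min at 25 °C after 20 min preincubation | Reagent: Human ARF1(Δ1-17)-GTP substrate | Measured by: Tracer-displacement fluorescence polarization with EDTA stop, 620/688 nm | Measure: Percent inhibition of Arfgap1-stimulated GTP hydrolysis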
# sPLA2-III inh – Blocks human group III sPLA2 activity; Q9NZ20; QFRET BODIPY PC-A2 liposome hydrolysis, fluorescence; inhibition, % at 12.2 µM; hit rate 0.56% among 370,000; AID 743126;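 active = inhibition above mean plus 3 SD of compounds lying within the high and low control bounds, cut at about 19% in these data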;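 also: 0% = median of test compound wells and 100% = no enzyme DMSO wells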
# PLCb3 inh – inhibitors of human phospholipase C beta3. Q01970. Purified PLC-beta3, fluorogenic substrate, fluorescence. inhibition, % at 12.2 µM. hit rate 0.18% among 370,000; in the data active = inhibition above about 11%;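 also: 0% = median of compound wells on plate and 100% = full blocker control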
# NR1D1 modulator – modulators of human Rev-erb alpha DNA binding. P20393. Rev-erbα–FITC-DNA binding, fluorescence polarization, 90 min. hit rate 0.79% among 370,000. activity, % at 10 µM;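 active = activity above about 14%, limit read from the data; passing the limit was not always enough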;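 also: 0% = DMSO wells with 35 nM protein and 100% = DMSO wells with 750 nM protein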
# Target sequence (P20393 whole entry, looked up): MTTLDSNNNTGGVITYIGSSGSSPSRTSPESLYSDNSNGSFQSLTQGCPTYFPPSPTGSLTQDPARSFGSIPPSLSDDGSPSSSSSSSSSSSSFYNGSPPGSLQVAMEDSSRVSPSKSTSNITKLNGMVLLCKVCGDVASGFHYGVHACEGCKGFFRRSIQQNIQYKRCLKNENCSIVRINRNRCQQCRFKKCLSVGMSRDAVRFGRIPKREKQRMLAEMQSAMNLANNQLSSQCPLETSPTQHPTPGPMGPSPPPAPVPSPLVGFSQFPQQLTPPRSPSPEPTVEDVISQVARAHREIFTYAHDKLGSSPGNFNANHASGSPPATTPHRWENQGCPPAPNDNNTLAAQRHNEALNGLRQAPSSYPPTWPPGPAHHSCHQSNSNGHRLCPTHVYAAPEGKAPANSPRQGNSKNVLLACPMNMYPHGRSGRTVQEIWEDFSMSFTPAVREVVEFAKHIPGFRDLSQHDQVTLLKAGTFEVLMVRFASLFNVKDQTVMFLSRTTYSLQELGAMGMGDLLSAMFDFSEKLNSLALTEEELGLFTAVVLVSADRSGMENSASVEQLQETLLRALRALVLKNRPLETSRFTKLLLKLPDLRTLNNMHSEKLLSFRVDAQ
# proKLK7 act – activates the human kallikrein-7 zymogen; purified proKLK7, EDANS-DABCYL substrate fluorescence; 100% is mature enzyme control, 0% vehicle; activation, % at 7 µM; hit rate 0.9% among 370,000; AID 652039;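 active = activation above the mean of all tested compounds plus 3 SD, computed per campaign excluding outliers beyond control limits, cut at about 13% in these data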
# The depositor's hits bear a star; i = inactive; x = no result given.
SMILES,DDE Tn6 FP inh,Tn7 DDE FP,UHRF1 MBD2 ctr,PLCg1 inh,ASAP1 GAP inh,ARFGAP1 inh,sPLA2-III inh,PLCb3 inh,NR1D1 modulator,proKLK7 act
CCc1ccccc1Nc1nc2ccccc2n1CC,0,8,2,-1,-6,5,8,-2,4,0.1
CCS(=O)c1ccccc1C(=O)OC(C)C(=O)Nc1ccc(S(=O)(=O)N2CCCC2)cc1 (stereo unspecified),-2,-2,0,-2,1,7,-5,-2,4,0.0
C=CCN1C(=O)/C(=N/n2cnnc2)c2ccccc21,-8,9,-2,2,7,-5,9,-2,-4,0.5
CCOC(=O)c1oc2nc(CC(C)C)c3c(c2c1N)CCCC3,-6,-4,-3,i,6,1,-14,i,-4,-38
CCN(CC)c1ccc(/C=C/c2ccc3ccc(OC)cc3[n+]2CC)cc1,15,-2,-2,-24,7,0,15,-33,-2,0.7
COc1cc(/C=N/NC(=O)c2cccc(NC(=O)c3ccccc3C)c2)ccc1O,-8,-4,2,-3,-2,6,-1,-20,1,0.4
O=c1ccc2cc(S(=O)(=O)Nc3ccc(F)cc3)ccc2o1,-6,-1,1,1,4,10,-1,4,2,0.2
C=CCN1CCN(C(=O)c2cc3c(s2)CCCC3)CC1,0,-7,1,-1,11,9,0,-4,0,0.3
CCCc1cc(=O)[nH]c(SCC(=O)NN(c2ccccc2)c2ccccc2)n1,2,3,0,0,7,5,-16,3,-3,-0.4
COc1ccc(CCNC(=O)COC(=O)c2cccs2)cc1,2,4,1,-3,-19,12,0,-4,0,0.3
N#CCSc1nnc(-c2ccc3c(c2)OCO3)o1,5,-2,-3,0,-6,-2,-2,-1,-2,-0.1
COc1cc(OC)c(C(=O)OCC(=O)Nc2c(C)n(C)n(-c3ccccc3)c2=O)cc1OC,0,5,17,3,0,-9,14,-4,-1,0.0
COCCCN(C(=S)NC(=O)c1ccc(C(C)(C)C)cc1)c1c(N)n(Cc2ccccc2)c(=O)[nH]c1=O,-1,-2,2,-3,2,3,11,-2,2,-0.3
O=C(CN1C(=O)NC2(CCCCC2)C1=O)NCC(=O)Nc1ccc(F)c(F)c1,-2,0,1,2,-2,9,7,3,0,-0.4
CC1CCCCC1NS(=O)(=O)CCNC(=O)c1ccccc1 (stereo unspecified),2,0,-3,-2,-3,6,-3,-2,-3,0.1
O=C(CCN1C(=O)[C@@H]2Cc3ccccc3CN2C1=O)N[C@@H](C(=O)O)c1ccccc1,-2,-13,2,3,8,-5,4,5,4,-0.4
Cn1ncc2c(NNC(=O)c3ccc(Cl)cc3Cl)ncnc21,-4,2,1,-1,-8,-1,6,-2,-5,0.1
Cc1ccc(C(=O)NC2CC(C)(C)NC(C)(C)C2)cc1S(=O)(=O)N1CCCCC1,0,-11,-3,2,6,11,5,-4,3,0.1
CC(=O)Nc1nnc(CCS(=O)(=O)c2ccc(Cl)cc2)s1,0,1,-4,0,-12,-5,-1,2,-5,0.1
CCc1ccc(CNC(=O)C2CCN(S(=O)(=O)N3CC(C)CC(C)C3)CC2)cc1 (stereo unspecified),-5,-3,-2,-3,0,-1,-3,-8,2,0.3
COC(=O)c1ccc(-c2ccc(/C=N/NC(=O)Cc3nnc(N)s3)o2)cc1,-7,-6,32*,-222,1,4,-14,-318,-4,-4.8
Cc1ccc(O)c(CNn2cnnc2)c1,-4,-3,-2,0,8,-3,-4,4,3,-0.2
COC(=O)c1ccccc1NC(=O)c1ccc(NS(C)(=O)=O)cc1,-2,5,2,-25,-12,3,-7,-30,4,0.1
O=C1CC(=O)C(n2cncn2)C(c2cccc(Cl)c2)C1 (stereo unspecified),7,6,-2,-6,-25,2,-18,-10,5,0.1
CCN1CCN(S(=O)(=O)c2ccc(Cl)c(C(=O)N(CC)CC(=O)Nc3ccc(OC)cc3)c2)CC1,-12,7,2,1,2,1,7,-5,-2,0.7
O=C(Oc1c(-c2ccccc2Cl)oc2ccccc2c1=O)c1ccc(Cl)cc1,5,-13,3,-25,5,-2,-6,-33,-2,-0.3
O=C(O)CSc1ncnc2sc3c(c12)CCC3,3,0,9,-15,5,-7,5,-32,-2,-0.2
C=CC[C@]12CCc3sccc3C1N(c1ccc(C(=O)OCC)cc1)C2=O (stereo partly specified),-10,-8,-2,1,13,-9,3,-1,3,0.1
CCOc1ccc(N2CC(C(=O)Nc3ccccc3C(=O)NC3CC3)CC2=O)cc1 (stereo unspecified),-1,-2,0,0,-3,-1,0,-6,4,-0.1
Cc1ccccc1OCC(=O)N(Cc1ccc(N(C)C)cc1)C1CCS(=O)(=O)C1 (stereo unspecified),4,-1,0,0,-10,8,0,-3,4,0.2
Cn1nc(C(C)(C)C)c([N+](=O)[O-])c1C(=O)Nc1ccc(Br)cc1,-1,-6,1,2,1,11,-11,-5,1,0.1
C=CCSc1nc2sc(-c3ccccc3)cc2c(=O)n1N,1,2,-1,3,-3,-7,1,2,-2,-0.4
CC(CN1CCN(CC(C)C(=O)c2ccccc2)CC1)C(=O)c1ccccc1 (stereo unspecified),-3,3,-1,2,-8,3,-1,0,3,-0.1
CC(NC(=O)CSc1ccccc1)c1ccccc1 (stereo unspecified),-9,-6,3,2,-15,-8,9,-2,3,0.4
CCOC(=O)Cn1c(=O)c2c(nc3n2CC(C)CN3Cc2ccccc2)n(C)c1=O (stereo unspecified),-10,0,1,2,-16,4,5,-2,0,-0.2
COCCNC(=O)c1cccc(OC2CCN(Cc3cccc(C(C)=O)c3)CC2)c1,0,4,0,1,1,2,2,-1,1,0.6
Cc1[nH]c(=O)c(C#N)c(C)c1[N+](=O)[O-],1,11,3,0,7,6,8,-7,-1,-0.1
CCCCN(Cc1ccccc1)C(=O)CCN1C(=O)C2C3C=CC(C3)C2C1=O (stereo unspecified),7,3,1,-1,0,-1,-3,-5,-3,-0.3
Cc1cccc(C(=O)NNC(=O)c2ccc(-c3ccccc3)cc2)c1,-2,-2,2,4,-15,-6,-4,2,-4,0.4
NC(=Nc1ccc(N)cc1)C(N)=Nc1ccc(N)cc1,-5,5,-4,-3,0,1,10,-5,6,-0.3
O=C(CC1SCCNC1=O)NCc1ccccc1 (stereo unspecified),7,-2,-2,-1,-5,-5,-2,2,-2,0.2
CC(=O)c1ccc(NC(=O)C(C)Sc2nnc(C3CC3)n2C2CC2)cc1 (stereo unspecified),-9,-2,0,3,5,-8,14,-8,-6,-0.4
CCOCCCNCc1ccc(OCc2ccc(F)cc2)c(OC)c1,-9,6,0,1,0,-1,-2,-6,4,-0.2
COc1ccc(CC(=O)N/N=C/c2cccn2-c2ccc([N+](=O)[O-])cc2)cc1OC,0,-8,-1,12*,4,-10,-15,4,8,-0.9
O=C(NNC(=O)c1cc(Br)c(Br)s1)c1ccncc1,-5,-3,14,-6,-17,2,-14,-16,-5,0.2
N#Cc1nc(COc2ccc(Cl)cc2)oc1N1CCCC1,-9,5,-1,0,-2,-8,-12,-1,-1,0.2
Cc1ccc(NS(=O)(=O)c2cc3[nH]c(=O)c(=O)[nH]c3cc2C)c(C)c1,-3,-6,-1,-5,-1,-9,0,-7,5,-0.8
Cc1ccc(C)c(S(=O)(=O)N2CCCC2CNC(=O)C(=O)Nc2ccccc2)c1 (stereo unspecified),0,12,1,-1,10,-6,4,-1,5,0.2
COC(=O)c1ccc(Cn2ccc3ccc(-c4ccc5ccn(C(=O)C6CCCCC6)c5c4)cc32)cc1,-3,6,0,-75,x,x,-1,-114,25*,-1.7
COc1cccc(NC(=O)CS(=O)(=O)Cc2nc(-c3ccc(C)cc3)oc2C)c1,-6,11,0,-1,6,-5,-30,-9,3,-0.1
O=C(CCNC(=O)c1ccc([N+](=O)[O-])cc1)Nc1cccc(S(=O)(=O)N2CCOCC2)c1,-4,-7,-2,1,-1,-4,9,-8,5,0.4
COc1ccccc1C(=O)COC(=O)CN1C(=O)C2CC=CCC2C1=O (stereo unspecified),3,-4,0,-5,3,-2,5,-11,4,-0.7
Cc1ccc(-c2nc(CN3CCCC(C(=O)N4CCOCC4)C3)c(C)o2)cc1 (stereo unspecified),3,2,-2,-8,0,-10,-3,-17,-7,0.2
CCCCOC(=O)Nc1ccc(C(=O)OCCC)cc1,7,2,0,0,4,6,-16,-1,4,-0.5
C[C@@H](NC(=O)c1ncn2c1c(=O)[nH]c1ccc(Br)cc12)c1ccccc1,1,3,2,-5,-8,13,16,-9,132*,-2.3
COC(=O)Cn1cnc2c(nnn2-c2ccc(C)cc2)c1=O,-9,4,4,5,4,1,14,-2,3,-0.9
CCCC12CN3CCN(CC(C3)/C1=N\NC(=O)c1ccccc1N)C2,-7,1,-2,-87,10,-5,10,-90,6,5.2
N#Cc1ccc(Nc2nc(-c3ccccc3)c(C(=O)c3ccccc3)s2)cc1,1,0,-2,-25,6,10,-3,-40,2,-2.7
CN(Cc1cnccn1)Cc1nc(Cc2cccc(F)c2)no1,-3,-3,2,2,8,2,3,-7,-5,-0.1
O=C(CN(Cc1ccco1)C(=O)c1cc(=O)[nH]c2ccccc12)Nc1ccccc1C(F)(F)F,2,8,0,-10,-14,-1,-3,-12,3,-0.1
# (list continues)
SMILES,DDE Tn6 FP inh,Tn7 DDE FP,UHRF1 MBD2 ctr,PLCg1 inh,ASAP1 GAP inh,ARFGAP1 inh,sPLA2-III inh,PLCb3 inh,NR1D1 modulator,proKLK7 act
CCc1nc2ccccc2n1CC(C)C(=O)O (stereo unspecified),7,0,1,0,-10,0,-2,1,-2,0.0
O=C1CC(C(=O)N2CCC(N3CCC(C(=O)NC4CC4)CC3)CC2)c2ccccc21 (stereo unspecified),2,3,4,-7,3,9,0,-96,6,-0.8
Nc1ccc(C(=O)N/N=C/c2cn(Cc3ccccc3)c3ccccc23)cc1,-12,4,-3,-32,-5,3,-3,-51,3,0.4
Cc1c(NC(=O)COC(=O)c2ccc(Br)o2)c(=O)n(-c2ccccc2)n1C,0,2,0,-1,9,-6,-4,-5,3,0.4
CCOc1ccc(NC(=O)CCNS(=O)(=O)c2ccc(Br)s2)cc1,2,-6,0,2,1,-6,-27,-2,6,0.7
Clc1cc2cccnc2c2ccccc12,8,0,0,-2,15,11,2,0,-3,-0.1

# Entries listed so far printed as active in NR1D1 modulator.
SMILES,DDE Tn6 FP inh,Tn7 DDE FP,UHRF1 MBD2 ctr,PLCg1 inh,ASAP1 GAP inh,ARFGAP1 inh,sPLA2-III inh,PLCb3 inh,NR1D1 modulator,proKLK7 act
COC(=O)c1ccc(Cn2ccc3ccc(-c4ccc5ccn(C(=O)C6CCCCC6)c5c4)cc32)cc1,-3,6,0,-75,x,x,-1,-114,25*,-1.7
C[C@@H](NC(=O)c1ncn2c1c(=O)[nH]c1ccc(Br)cc12)c1ccccc1,1,3,2,-5,-8,13,16,-9,132*,-2.3

# 2 neighbouring records already listed, quoted:
SMILES,DDE Tn6 FP inh,Tn7 DDE FP,UHRF1 MBD2 ctr,PLCg1 inh,ASAP1 GAP inh,ARFGAP1 inh,sPLA2-III inh,PLCb3 inh,NR1D1 modulator,proKLK7 act
CCOc1ccc(NC(=O)CCNS(=O)(=O)c2ccc(Br)s2)cc1,2,-6,0,2,1,-6,-27,-2,6,0.7
Clc1cc2cccnc2c2ccccc12,8,0,0,-2,15,11,2,0,-3,-0.1
